RGS4 inhibitor: inhibitors of human regulator of G protein signaling 4; P49798; Transcreener GDP fluorescence polarization, RGS4-accelerated GTP hydrolysis; Potency, µM (top dose mostly 114 µM), for inactives: top-dose activity change, negative = inhibition, most hits filed as inhibitors; 390,000 tested, 0.039% active; further: on the % scale 0 is the no-effect control and ±100 the full control effect; nearly all actives have a fitted effect of over 75% in size; some results filed as inactive show a strong effect at the top dose
Target sequence (P49798 whole entry, looked up): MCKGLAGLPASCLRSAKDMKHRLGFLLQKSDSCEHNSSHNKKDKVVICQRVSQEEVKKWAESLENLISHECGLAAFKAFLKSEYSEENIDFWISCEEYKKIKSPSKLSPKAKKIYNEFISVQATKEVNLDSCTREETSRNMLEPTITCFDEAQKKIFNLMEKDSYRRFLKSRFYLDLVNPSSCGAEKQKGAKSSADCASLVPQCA
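MLSMR compounds (23 nl, pin-transferred) preincubated 10 min at room temperature with a 500nM (2x) first reagent, then RGS4 at 900nM (2x) plus Transcreener GDP mix added; fluorescence polarization (620/688 nm) read before and after 90 min at 30 °C.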
ALOX12 inh: inhibitors of human 12S-lipoxygenase ALOX12; Potency, µM (top dose mostly 108 µM), for the others: at the highest dose activity change, negative = inhibition, actives largely listed as inhibitors; purified 12hLO, xylenol orange hydroperoxide absorbance; 580,000 tested, 1.1% active; AID 1671190; further: on the % scale 0 is the no-effect control and ±100 the full control effect
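Purified human 12hLO (150 nM final) in 25 mM Hepes, 0.01% Triton X-100, pH 7.0 was preincubated 15 min at room temperature with compound. Then 40 uM arachidonic acid was added, 30 min. Hydroperoxide was read by Fe-XO absorbance ratio 573/405 nm.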
RXFP1 ag: activates the human relaxin receptor RXFP1; Q9HBX9; HEK293T-RXFP1 cAMP TR-FRET, 30 min; response scale: percent of porcine relaxin response, buffer zero; Potency, µM (doses to about 57.5 µM), without a hit: at the highest dose activation, hits mostly activators; 370,000 tested, 0.3% active; AID 2676; further: on the % scale 0 is the no-effect control and ±100 the full control effect; nearly all actives have a fitted effect of over 60% in size; many of its hits are not listed in these tables
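cAMP rise read by TR-FRET after 30 min, 37C compound exposure (up to 58 uM) in RXFP1-transfected HEK293 cells with Ro 20174 present. EC50 from Hill-equation fits, with 29 nM porcine relaxin as 100% and buffer as basal.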
Vif-A3F inh: inhibitors of Vif-A3F interaction; AID 602313; Potency, µM (highest dose often 46.1 µM), for inactives: at the highest dose activity, negative = active; HeLa A3F-eYFP + Vif (tagged APOBEC3F with the HIV-1 protein that degrades it), YFP fluorescence increase; 390,000 tested, 0.2% active; further: % of control where 0% means no effect; nearly all actives have a fitted effect of over 65% in size
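HeLa cells stably expressing Vif plus C-terminally eYFP-tagged A3F were seeded, incubated overnight at 37 deg C, dosed with compound, incubated overnight again at 37 deg C. Yellow fluorescence (Ex 488/Em 500-530) reported blocked Vif-mediated A3F-eYFP degradation.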
TrxR1 inh: blocks rat thioredoxin reductase 1 | O89049 | recombinant rTrxR1, NADPH fluorescence consumption, selenite substrate | Potency, µM (highest dose often 114 µM), for the others: at the top dose activity change, negative = inhibition, actives largely listed as inhibitors | 390,000 tested, 1% active | AID 588453; further: on the % scale 0 is the no-effect control and ±100 the full control effect; nearly all actives have a fitted effect of over 65% in size
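Rat TrxR1 (90 nM in the dispensed reagent) was pre-reduced with 400 uM NADPH for 5 min at room temperature, then incubated with compound for 15 min. After 400 uM selenite was added, NADPH fluorescence (Ex 340/Em 450 nm) was followed for 8 min.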
TrxR1 substrate: substrates of rat thioredoxin reductase 1; O89049; purified TrxR1 substrate turnover, NADPH consumption readout; Potency, µM (titrated, usually from 114 µM), for inactives: at the highest dose activity change, negative = substrate turnover; 390,000 tested, 0.01% active; further: on the % scale 0 is the no-effect control and ±100 the full control effect; nearly all actives have a fitted effect of over 50% in size
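Rat TrxR1, dispensed at 90 nM, was prereduced with 400 uM NADPH (final) for 5 min at ~22 deg C, then incubated with compound 15 min before 400 uM selenite. A first-read NADPH fluorescence drop versus no-compound background flagged substrates.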
IDH1 R132H inh: blocks human mutant IDH1 R132H enzyme. Potency, µM (series often up to 76.6 µM), for inactives: top-dose activity change, negative = inhibition, usual class: inhibitors. IDH1-R132H enzyme, NADPH consumption, diaphorase/resazurin fluorescence. AID 602179. 390,000 tested, 0.093% active; further: on the % scale 0 is the no-effect control and ±100 the full control effect; nearly all actives have a fitted effect of over 65% in size
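IDH1-R132H (0.5 ug/mL) preincubated 30 min with compound, then NADPH (0.016 mM) and alpha-KG (2 mM) added; 80 min at RT, pH 7.5. Remaining NADPH coupled via diaphorase/resazurin to fluorescence (540/590 nm); concentration-response curves normalized to no-enzyme control.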
Vif-A3G inh: blocks the Vif interaction with human APOBEC3G; AID 602310; 410,000 tested, 0.076% active; HeLa A3G-eYFP + Vif (tagged APOBEC3G with the HIV-1 protein that degrades it), YFP fluorescence, overnight; Potency, µM (series often up to 46.1 µM), for the others: top-dose activity, negative = active, usual class: inhibitors;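 further: on the % scale 0 is the no-effect control and ±100 the full control effect; nearly all actives have a fitted effect of over 60% in size; hits raise eYFP signal because A3G escapes Vif-driven loss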
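Read-out is eYFP fluorescence (Ex 488/Em 500-530) from Vif-expressing HeLa A3G-eYFP cells; more signal means A3G escaped Vif-mediated degradation. Cells plated overnight, compound pinned in, incubated overnight at 37 deg C.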
USP1-UAF1 inh: blocks the human USP1/UAF1 deubiquitinase complex; O94782; AID 743255; Potency, µM (titrated, usually from 57.1 µM), without a hit: at the highest dose activity change, negative = inhibition, most hits filed as inhibitors; recombinant USP1/UAF1, Ub-Rhodamine cleavage fluorescence; 390,000 tested, 0.23% active; further: on the % scale 0 is the no-effect control and ±100 the full control effect; nearly all actives have a fitted effect of over 60% in size; inactives centre near -12
Target sequence (O94782 whole entry, looked up): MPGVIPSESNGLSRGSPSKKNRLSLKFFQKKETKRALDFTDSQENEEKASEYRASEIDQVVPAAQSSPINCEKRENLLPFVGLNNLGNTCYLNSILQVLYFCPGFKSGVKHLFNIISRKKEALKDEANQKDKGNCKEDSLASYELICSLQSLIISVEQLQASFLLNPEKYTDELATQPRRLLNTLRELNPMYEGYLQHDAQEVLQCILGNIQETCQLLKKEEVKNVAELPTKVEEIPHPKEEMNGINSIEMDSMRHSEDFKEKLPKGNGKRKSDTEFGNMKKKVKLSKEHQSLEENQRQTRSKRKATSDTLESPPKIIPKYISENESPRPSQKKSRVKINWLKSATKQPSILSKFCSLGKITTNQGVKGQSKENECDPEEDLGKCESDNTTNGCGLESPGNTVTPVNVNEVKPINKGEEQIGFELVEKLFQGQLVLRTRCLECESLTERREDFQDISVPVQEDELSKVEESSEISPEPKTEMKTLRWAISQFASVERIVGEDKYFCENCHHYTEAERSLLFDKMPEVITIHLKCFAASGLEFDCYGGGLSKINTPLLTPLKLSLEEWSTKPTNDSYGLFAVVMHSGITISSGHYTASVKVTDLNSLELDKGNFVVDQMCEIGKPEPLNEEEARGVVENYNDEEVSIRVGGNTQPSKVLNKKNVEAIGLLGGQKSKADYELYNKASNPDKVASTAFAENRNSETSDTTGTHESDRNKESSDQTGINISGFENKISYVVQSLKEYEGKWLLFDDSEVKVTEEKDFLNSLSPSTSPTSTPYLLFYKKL
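In this screen, compounds sit with the deubiquitinase complex (1nM) for 15 min at room temperature before Ub-Rho is added at 150nM final. Fluorescence rise is then followed for 6 reads every 60 seconds.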
* hit, by the source's call; ? = inconclusive; . = not tested or not shown; & = joins results of further samples; [ ] = remark or other dose. The call rests on the fitted dose curve; in most records, active means well fitted curve in the direction sought with a large enough effect; inconclusive means small, poorly fitted or top-dose-only effect, or another doubt; inactive means no such curve, though single readings can be large; an effect the other way counts as inactive or inconclusive. Potency means the concentration at half of the fitted maximal effect. These rows are one share of the data, so the mix of outcomes need not match the whole.

Assay codes – A = RGS4 inhibitor; B = ALOX12 inh; C = RXFP1 ag; D = Vif-A3F inh; E = TrxR1 inh; F = TrxR1 substrate; G = IDH1 R132H inh; H = Vif-A3G inh; I = USP1-UAF1 inh
> CN/C(=C/[N+](=O)[O-])NCCSCc1csc(CN(C)C)n1
  A: 19% | B: 17% | C: . | D: 4% | E: 7% | F: 0% | G: 8% | H: 2% | I: -31%

> CC(C)n1cnnc1SCC(=O)NNC(=O)COc1ccc(Cl)cc1
  A: 20% | B: 3% | C: -0.2% | D: 5% | E: 10% | F: 5%[57.1 µM] | G: -1% | H: -1% | I: -22%

> CCC1(c2ccc(F)cc2)NC(=O)N(CC(=O)N2CCN(S(=O)(=O)c3ccc(Cl)cc3)CC2)C1=O (configuration not stated)
  A: -13% | B: -8% | C: -1.8% | D: ? | E: 4% | F: -7% | G: 5% | H: 0% | I: -7%

> CC(=O)N(c1ccccc1)c1nc(/C=C/C(=O)O)cs1
  A: 20% | B: -3% | C: 0.9% | D: 2% | E: 4% | F: -3% | G: 8% | H: 1% | I: -14%

> O=C(Nc1ccc(O)c(-c2nc3ccccc3o2)c1)C1(c2ccc(Br)cc2)CCCC1
  A: 10% | B: -2% | C: 0.3% | D: 0% | E: -7%[11.4 µM] | F: -7%[11.4 µM] | G: 1% | H: 0% | I: -9%

> CCCCCCn1c(=O)c(C(=O)N/N=C/c2cccc(F)c2)c(O)c2ccccc21
  A: 15% | B: 7% | C: -3.7% | D: 8% | E: 11% | F: 3% | G: -7% | H: -4% | I: -9%

> COc1ccc(N(CC(=O)Nc2cc(OC)ccc2OC)S(=O)(=O)c2c(C)nn(C)c2C)cc1
  A: -1% | B: 40%[activator] | C: 0.5% | D: 0% | E: 5%[57.1 µM] | F: 6%[57.1 µM] | G: 12% | H: -10% | I: -25%

> Cc1ccc(NC(=O)COc2ccc3c(c2)OCO3)c(C)c1
  A: 22% | B: 50%[activator] | C: -1.9% | D: -2% | E: -1% | F: -9% | G: 7% | H: -2% | I: -7%

> COc1cc(OC)cc(C(=O)NCC(=O)OC(C)C(=O)NC(C)C2CC3CCC2C3)c1 (configuration not stated)
  A: -34% | B: -16% | C: . | D: 8% | E: 10%[57.1 µM] | F: 5% | G: -2% | H: -1% | I: -8%

> Cc1cc(NS(=O)(=O)c2ccc3nc(-c4ccccc4)[nH]c3c2)ccc1Br
  A: -21% | B: -29% | C: 7.2% | D: -20% | E: 9% | F: 1% | G: 6% | H: -10% | I: -19%

> O=C(Nc1ccc2nc3n(c(=O)c2c1)CCCCC3)c1ccccn1
  A: 1% | B: 17% | C: 2.9% | D: -3% | E: 29% | F: 3% | G: 2% | H: 0% | I: -17%

> Cc1cccc(NC(=O)c2cc3c(=O)n(Cc4ccco4)ccc3nc2C)c1
  A: 6% | B: -19% | C: 2.7% | D: -5% | E: 11%[57.1 µM] | F: 3%[57.1 µM] | G: -11% | H: -11% | I: -13%

> COc1ccc(C(NC(=O)CN2CCCCCC2)c2ccc(OC)cc2)cc1
  A: -4% | B: -10% | C: -0.3% | D: -4% | E: 10% | F: -1% | G: 8% | H: 0% | I: -7%

> O=C(COC(=O)Cc1cccc(C(F)(F)F)c1)Nc1ccc2[nH]c(=O)[nH]c2c1
  A: -13% | B: 29% | C: 0.9% | D: -10% | E: 17% | F: 8%[57.1 µM] | G: -4% | H: 3% | I: -12%

> Cc1c(C(=O)Nc2ccc(C(=O)Nc3ccccc3)cc2)cccc1[N+](=O)[O-]
  A: 14% | B: -7% | C: 0.5% | D: -5% | E: 26% | F: 3% | G: -4% | H: 6% | I: -9%

> CCC1CCCCN1c1nc(-c2ccncc2)nc2ccccc12 (configuration not stated)
  A: 8% | B: -24%&-6% | C: 5.6% | D: -21% | E: 9% | F: 4% | G: -25% | H: -13% | I: 2%

> CCc1cccc(CC)c1NC(=O)c1ccc(-n2cncn2)nc1
  A: 15%[56.9 µM] | B: 9% | C: 1.6% | D: 3% | E: -1% | F: -7% | G: 1% | H: -1% | I: 6%

> O=C(c1ccccc1-c1ccccc1)N1CCOCC1
  A: -17% | B: 0% | C: 1.2% | D: 1% | E: 8% | F: 1% | G: -1% | H: -1% | I: -8%

> O=C(N[C@@H](Cc1c[nH]c2ccccc12)C(=O)O)OCC1c2ccccc2-c2ccccc21
  A: -18% | B: ? | C: -2.2% | D: 6% | E: 14%[57.1 µM] | F: 3%[57.1 µM] | G: -15% | H: 0% | I: -14%

> COc1ccc(/C=N/NS(=O)(=O)c2ccc(C)cc2)cc1
  A: 20% | B: . | C: 3.2% | D: 7% | E: 5%[57.1 µM] | F: -21% | G: 5% | H: -4% | I: -3%

> Cc1oc(-c2ccc(Cl)cc2)nc1CSc1nnc(C)n2c1cc1sccc12
  A: -5% | B: -16% | C: ? | D: 0% | E: 10% | F: -6% | G: 4% | H: 0% | I: -1%

> O=C(NCc1ccco1)/C(=C/c1ccccc1)NC(=O)c1ccco1
  A: 4% | B: -1% | C: 0.7% | D: 1% | E: 25% | F: 4% | G: 0% | H: 0% | I: 2%

> COc1ccc(-c2nnc(SCC(N)=O)n2N)cc1
  A: 16% | B: 6% | C: 1.5% | D: 2% | E: 22% | F: 11% | G: 2% | H: 3% | I: ?

> N#CCn1cnc2sc(-c3ccccc3)cc2c1=O
  A: -25% | B: -16% | C: 1.1% | D: -3% | E: 23%[57.1 µM] | F: 7%[57.1 µM] | G: 1% | H: -3% | I: -16%

> CCc1sc(C(=O)N2CCN(C(=O)c3ccccc3)CC2)cc1C
  A: 11% | B: 4% | C: . | D: 1% | E: 28% | F: 2% | G: 9% | H: 1% | I: -15%

> CC(C)(C)S(=O)N1Cc2cc(CO)cc(CCO)c2[C@@H]1CCO (some centres not stated)
  A: 9% | B: -8% | C: . | D: 5% | E: -22% | F: -2% | G: -6% | H: 0% | I: -21%

> Nc1nnc(SCC(=O)c2ccc3ccccc3c2)s1
  A: -33% | B: -21% | C: 0.7% | D: 3% | E: -3% | F: 7% | G: 0% | H: 2% | I: -8%

> CC(=O)Nc1ccc(NC(=O)COc2ccc3c(c2)CCC3)cc1
  A: -4% | B: 4% | C: 0.7% | D: 0% | E: 14% | F: 2% | G: -4% | H: 0% | I: -4%

> COc1ccc(C2C(C#N)=C(N)Oc3n[nH]c(C)c32)cc1Cn1cc([N+](=O)[O-])cn1 (configuration not stated)
  A: -52% | B: 0% | C: 0.3% | D: 5% | E: -21%[57.1 µM] | F: 4%[57.1 µM] | G: -2% | H: -5% | I: -12%

> CC(C)Cn1c(N)cc(=O)n(C)c1=O
  A: 10% | B: -3% | C: 0.8% | D: -2% | E: 9% | F: -7% | G: -1% | H: 4% | I: -13%

3 structures already listed, sorted by count of non-hydrogen atoms, high to low:
Assay codes – A = RGS4 inhibitor; B = ALOX12 inh; C = RXFP1 ag; D = Vif-A3F inh; E = TrxR1 inh; F = TrxR1 substrate; G = IDH1 R132H inh; H = Vif-A3G inh; I = USP1-UAF1 inh
> Nc1nnc(SCC(=O)c2ccc3ccccc3c2)s1
  A: -33% | B: -21% | C: 0.7% | D: 3% | E: -3% | F: 7% | G: 0% | H: 2% | I: -8%

> COc1ccc(-c2nnc(SCC(N)=O)n2N)cc1
  A: 16% | B: 6% | C: 1.5% | D: 2% | E: 22% | F: 11% | G: 2% | H: 3% | I: ?

> CC(C)Cn1c(N)cc(=O)n(C)c1=O
  A: 10% | B: -3% | C: 0.8% | D: -2% | E: 9% | F: -7% | G: -1% | H: 4% | I: -13%

Further structures follow.
Assay codes – A = RGS4 inhibitor; B = ALOX12 inh; C = RXFP1 ag; D = Vif-A3F inh; E = TrxR1 inh; F = TrxR1 substrate; G = IDH1 R132H inh; H = Vif-A3G inh; I = USP1-UAF1 inh
> CC(C)(C)CC(=O)NC(=S)NCc1ccco1
  A: -24% | B: -16% | C: 1.8% | D: -3% | E: 11% | F: 2% | G: 1% | H: 1% | I: -20%

> Cc1ccc(-n2nnnc2-c2cnoc2-c2cccc(F)c2)cc1
  A: ? | B: ? | C: 0.0% | D: . | E: 6% | F: -3% | G: 9% | H: -11% | I: -5%

> NNC(=O)Cc1csc(-c2ccccc2)n1
  A: 6% | B: 7% | C: 3.7% | D: -3% | E: 20% | F: 1% | G: 3% | H: -2% | I: -20%

> Cc1ccc(NC(=O)c2ncn(CCCNCc3ccc4c(c3)OCO4)n2)cc1C
  A: 0% | B: ? | C: . | D: -2% | E: 7% | F: -5% | G: -8% | H: 2% | I: 1%

> Cc1cc(C)n(CCN(C)Cc2nc(Cc3ccccc3F)no2)n1
  A: -11% | B: 19% | C: -1.5% | D: -16% | E: 20%[57.1 µM] | F: 2% | G: 7% | H: 0% | I: -16%

> Cc1cc(C)c(C#N)c(N2CCN(c3ccc(F)cc3)CC2)n1
  A: 5% | B: 13% | C: -0.2% | D: ? | E: 23% | F: 5% | G: -3% | H: -2% | I: -17%

> Cc1cccc(OCC(=O)Oc2ccc(Cl)cc2)c1
  A: -18% | B: -2% | C: . | D: -1% | E: 8%[11.4 µM] | F: 9%[57.1 µM] | G: 21% | H: -1% | I: -27%

Screening results from PubChem BioAssay.
